TEAD-YAP block – TEAD-YAP interaction inhibition, primary screen, TEAD-YAP interaction inhibitor project, luminescence, HEK-TIYL cells; TEAD-Gal4/YAP UAS-luciferase luminescence; inhibition, % at 9.12 µM; 640,000 tested, 1.4% active; AID 1259422, 2018; in the data active = inhibition above about 32%;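 also: 0% = median of test compound wells and 100% = reference inhibitor wells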
GPR151 activ – activators of human GPR151, primary screen, cell-based, PathHunter beta-arrestin, luminescence; G-protein coupled receptor 151 (Homo sapiens), Q8TDV0; PathHunter beta-arrestin GPR151 cells; activation, % at 11.2 µM; 650,000 tested, 1% active; AID 1508602, 2020; in the data active = activation above about 4.9%;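 also: 0% = median of compound wells and 100% = cells with positive control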
MITF primary – MITF inhibitors, primary screen, biochemical, AlphaScreen, human | AID 1259374, 2018 | Microphthalmia-associated transcription factor (Homo sapiens), O75030 | inhibition, % at 2.6 µM | AlphaScreen MITF homodimerization, bead proximity signal | 650,000 tested, 0.91% active; in the data active = inhibition above about 50%;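 also: 0% = vehicle wells with protein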
FBW7 act – FBW7 E3 ligase activators, primary screen, biochemical, AlphaScreen, human. AID 1259310, 2017. 650,000 tested, 0.13% active. AlphaScreen FBW7–phospho-cyclin E peptide binding, activator screen. F-box/WD repeat-containing protein 7 (Homo sapiens), Q969H0. normalized activity (activation), % at 26.1 µM; in the data active = normalized activity above about 1.9%;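 also: purified mutant Fbw7 with reduced substrate affinity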
Target sequence (Q969H0 whole entry, looked up): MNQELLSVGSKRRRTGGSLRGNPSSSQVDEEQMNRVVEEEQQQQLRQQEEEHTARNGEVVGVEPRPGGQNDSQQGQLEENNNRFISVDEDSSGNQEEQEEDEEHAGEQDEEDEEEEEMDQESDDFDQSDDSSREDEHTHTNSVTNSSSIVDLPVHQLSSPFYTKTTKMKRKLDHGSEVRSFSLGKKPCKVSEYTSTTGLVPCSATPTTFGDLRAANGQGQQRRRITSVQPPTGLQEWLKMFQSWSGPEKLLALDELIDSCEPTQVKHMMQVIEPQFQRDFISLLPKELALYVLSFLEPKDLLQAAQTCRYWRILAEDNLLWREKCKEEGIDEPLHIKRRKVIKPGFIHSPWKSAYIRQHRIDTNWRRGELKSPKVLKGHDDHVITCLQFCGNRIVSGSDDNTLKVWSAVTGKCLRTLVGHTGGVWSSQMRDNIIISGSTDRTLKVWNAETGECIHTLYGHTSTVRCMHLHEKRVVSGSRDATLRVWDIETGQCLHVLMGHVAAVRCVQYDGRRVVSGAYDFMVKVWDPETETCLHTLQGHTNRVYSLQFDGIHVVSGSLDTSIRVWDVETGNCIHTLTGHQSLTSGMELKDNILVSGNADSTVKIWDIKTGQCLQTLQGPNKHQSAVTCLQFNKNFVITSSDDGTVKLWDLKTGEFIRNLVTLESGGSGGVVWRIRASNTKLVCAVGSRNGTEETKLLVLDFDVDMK
* hit, by the source's call; . = no result given.

SMILES	TEAD-YAP block	GPR151 activ	MITF primary	FBW7 act
O=C(NCCCN1CCCC1=O)c1cnc(-c2ccccc2)s1	-25	-2.3	2	0.1
CCOC(=O)c1oc2ccccc2c1NC(=O)COc1ccccc1	6	1.1	-1	-0.1
Cc1cc(-n2c(SCCC#N)nnc2-c2cccnc2)ccc1Cl	-4	-0.6	-6	-0.1
COc1ccc(/C=C(\C#N)C(=O)OCC(=O)NC2CC2)cc1	-6	-2.3	13	0.1
COc1ccc(-c2c(C#N)c(SCC(=O)Nc3ccc(Oc4ccccc4)cc3)nc(C)c2C(=O)Nc2ccc(Cl)cc2)cc1	-9	0.4	2	-0.1
COCCn1c(-c2cc(Cl)ccc2Cl)csc1=Nc1cccnc1	-4	-1.1	13	-0.1
COc1ccc(-n2nc3c(c2NC(=O)Cc2ccccc2)CSC3)cc1	-2	-0.2	17	0.9
CCOC(=O)C1=C(C)NC(=S)NC1c1ccc(CC)cc1 (stereo not drawn)	5	-0.4	10	0.0
O=C(c1n[nH]c2c1CCCC2)N1CCn2cc(C(F)(F)F)nc2C1	8	-0.1	13	0.4
CC(=O)c1ccc(NC(=O)COC(=O)c2ccco2)cc1	-2	1.0	-1	0.1
Cc1ccc2cc(CN(CC3CCCO3)C(=O)Nc3ccccc3C)c3nnnn3c2c1 (stereo not drawn)	-8	-0.1	8	0.0
Cc1cnc(Nc2ccccn2)nc1Nc1ccc(N2CCOCC2)cc1	7	1.2	8	-0.6
COC(CNS(=O)(=O)c1cc(Br)cc2c1N(C(C)=O)CC2)OC	16	-0.5	12	0.1
CCOc1cccc(C2C(C(=O)OCCSCC)=C(C)NC3=C2C(=O)C(C(=O)OC)C(C)C3)c1 (stereo not drawn)	-19	-0.2	14	1.9*
O=[N+]([O-])c1ccc2c(c1)OCCOCCOCCOCCOCCO2	-10	-0.9	-3	0.0
Fc1ccc2c(c1)[C@H]1OCC[C@H]1[C@@H](c1ccco1)N2	-12	-0.6	-6	-0.1
CCc1ccc(-c2nc(CSCC(=O)NC(C)CC)c(C)o2)cc1 (stereo not drawn)	4	0.6	2	-0.1
COC(=O)CNC(=O)C(Cc1c[nH]c2ccccc12)NC(=O)OCc1ccccc1 (stereo not drawn)	-6	0.1	-10	-0.1
Cc1nc2nc[nH]n2c(=O)c1NS(=O)(=O)c1ccc(CC(C)C)cc1	2	-0.2	-7	0.1
CC(=C\c1ccccc1)/C=C1/SC(=Nc2ccccc2)NC1=O	-6	-0.1	-4	-0.1
CCc1nc(C)cc(N)c1OCc1ccccc1	2	0.8	1	0.1
Cc1sc2c(c1C)c(=O)n(-c1ccccc1)c1nnc(SCC(=O)c3ccccc3)n21	-5	0.4	-11	0.0
O=C1OC(c2nn3c(-c4ccco4)nnc3s2)Cc2ccccc21 (stereo not drawn)	-16	1.0	-8	-0.3
O=[N+]([O-])c1ccc(NCCO)c(Cl)c1	6	-0.5	-2	-0.1
C=CCN(c1ccccc1)S(=O)(=O)c1ccc(F)c(C(=O)Nc2ccccc2C(F)(F)F)c1	3	-0.3	4	0.1

Five of these compounds in a different format.
Second line of a record: TEAD-YAP block | GPR151 activ | MITF primary | FBW7 act
CCOc1cccc(C2C(C(=O)OCCSCC)=C(C)NC3=C2C(=O)C(C(=O)OC)C(C)C3)c1 (stereo not drawn)
    -19 | -0.2 | 14 | 1.9*
O=[N+]([O-])c1ccc2c(c1)OCCOCCOCCOCCOCCO2
    -10 | -0.9 | -3 | 0.0
Fc1ccc2c(c1)[C@H]1OCC[C@H]1[C@@H](c1ccco1)N2
    -12 | -0.6 | -6 | -0.1
CCc1ccc(-c2nc(CSCC(=O)NC(C)CC)c(C)o2)cc1 (stereo not drawn)
    4 | 0.6 | 2 | -0.1
COC(=O)CNC(=O)C(Cc1c[nH]c2ccccc12)NC(=O)OCc1ccccc1 (stereo not drawn)
    -6 | 0.1 | -10 | -0.1

Exported with each value named: 2 of the compounds above.
Fc1ccc2c(c1)[C@H]1OCC[C@H]1[C@@H](c1ccco1)N2
  TEAD-YAP block: -12
  GPR151 activ: -0.6
  MITF primary: -6
  FBW7 act: -0.1
CCc1ccc(-c2nc(CSCC(=O)NC(C)CC)c(C)o2)cc1 (stereo not drawn)
  TEAD-YAP block: 4
  GPR151 activ: 0.6
  MITF primary: 2
  FBW7 act: -0.1

New compounds follow.
SMILES	TEAD-YAP block	GPR151 activ	MITF primary	FBW7 act
Cc1cc(-c2ccccc2)n(-c2cc(N(C)C)ncn2)n1	0	1.1	-17	0.1
CCc1ccc(Oc2coc3cc(OC(C)C(=O)OC(C)C)ccc3c2=O)cc1 (stereo not drawn)	-17	0.1	-11	-0.1
COc1ccc(C(=O)Nc2cccc(C(C)=O)c2)cc1Br	-36	3.1	1	-0.2
O=C(Nc1nc(-c2cccnc2)cs1)c1ccc(S(=O)(=O)N2CCOCC2)cc1	-12	0.3	-4	0.0
Cc1ccc(C(=O)Nc2ncc3c(n2)CC(c2ccccc2)CC3=O)cc1 (stereo not drawn)	-4	-0.2	15	0.2
COc1cc(C(=O)Nc2ccc(S(=O)(=O)NC(C)C)cc2)cc(OC)c1OC	-1	0.2	5	0.3
O=C(NCCOc1ccccc1)c1cccc(Nc2ccncn2)c1	-55	0.6	81*	-0.1
CC1=C(CN2CCOCC2)C(=O)N(c2ccccn2)C1c1ccc(Cl)cc1 (stereo not drawn)	5	-0.6	-4	0.0
CNC(=O)CN1C(=O)c2ccccc2S1(=O)=O	-7	-0.7	6	0.0
O=C1N/C(=C/c2ccc(N3CCOCC3)c([N+](=O)[O-])c2)C(=O)N1c1ccccc1	-10	-1.8	20	0.3
COc1ccc(C2=NN(C(=O)CSc3nnc(CNC(=O)COc4ccccc4)n3Cc3ccccc3)C(c3ccc(F)cc3)C2)cc1 (stereo not drawn)	12	0.5	2	0.0
Cc1ccc(OCCn2c(SCc3nc4ccccc4[nH]3)nc3ccccc32)cc1	-9	0.8	-10	0.6
COc1ccc2c(c1)OC(C)CN(CC(=O)NCCCc1cccnc1)C2 (stereo not drawn)	-10	-0.8	-14	0.0
NC(=O)c1cccc(-c2cnc(N)c(N3CCOCC3)n2)c1	3	-0.1	20	0.2
O=C(NCCCCl)c1ccccc1[N+](=O)[O-]	-8	2.7	-13	0.1
Brc1ccc(CNCc2ccncc2)cc1	5	-0.6	3	-0.1
COc1ccc(NC(=O)c2ccc3c(=O)n(C4CCCCC4)c(SCc4ccncc4)nc3c2)cc1OC	5	1.3	6	0.7
Cc1n[nH]c(C)c1CCNCc1ccc(OCC(O)CN2CCCCC2)cc1 (stereo not drawn)	4	1.4	-3	0.1
Cc1cccc(N2C(=O)NC(=O)/C(=C\c3ccc(N4CCCC4)cc3)C2=O)c1	10	0.8	14	-0.2
COCCC1CCCCN1C(=O)COc1ccc(N2CCN(c3ccccn3)CC2)nn1 (stereo not drawn)	8	0.0	1	0.0
CCN(CC)C(=O)c1sc(NC(=S)NC(C)C2CCCO2)c(C(=O)OC)c1C (stereo not drawn)	-7	1.5	1	0.1
COc1c(C)cnc2c1c(=O)n(CC(=O)Nc1cccc(Cl)c1)c(=O)n2C	-4	2.9	-3	-0.1
CC(C)Cc1cc(C(=O)Nc2cc(Cl)ccc2O)no1	-75	-0.6	2	0.0
COC(=O)c1c(NC(=O)c2cccc3ccccc23)sc(C)c1C	3	-1.3	14	0.0
Cn1nccc1Nc1ncc(C(=O)NCCN2CCOCC2)s1	-10	-0.2	-8	0.0
Cc1occc1C(=O)NCc1nc(NCc2cccc(C(F)(F)F)c2)c2ccccc2n1	2	-0.9	17	0.0
CCOC(=O)c1sc(N2C(=O)C(=O)/C(=C(/O)c3ccc(F)cc3)C2c2cccc(Cl)c2)nc1C (stereo not drawn)	-5	-0.4	2	0.0
CCSc1nnc(Nc2ccccc2)n1-c1ccccc1	-3	1.6	-9	-0.1
CC1(Cc2ccccc2C#N)C(=O)Nc2ccccc21 (stereo not drawn)	2	-0.8	1	0.0
S=C(NCCN1CCOCC1)NCc1ccc2c(c1)OCO2	7	-0.6	6	0.0
O=c1oc2ccc(Cl)cc2cc1-c1nnc(Nc2ccc(F)cc2)s1	-2	-0.3	-8	0.0
CCCCCn1c(SCC(=O)c2ccccc2)nc2cc(C(=O)NCc3cccc(Cl)c3)ccc2c1=O	2	1.0	10	-0.1
COc1ccc(C(C)NC(=O)c2ccc([N+](=O)[O-])cc2)cc1OC (stereo not drawn)	0	-1.7	20	0.7
COc1ccc(Cl)cc1-n1c(C)cc(C(=O)OCC(N)=O)c1C	-14	0.6	23	0.3
CCOc1ccc2nc3cc(NCc4ccco4)ccc3c(N)c2c1	10	1.7	23	0.1
CCOC(=O)c1ccc(CNC(=O)C2CCCCC2C(=O)OCC(F)(F)F)o1 (stereo not drawn)	7	0.0	6	0.0
O=C(/C=C/c1ccco1)NCCN1CCOCC1	3	0.2	4	0.4
CCOC(=O)C1CCCN(C(=O)c2cc(-c3ccc(F)cc3)no2)C1 (stereo not drawn)	6	0.8	5	-0.1
NC(N)=NCCCC(N)C(=O)NC(Cc1ccccc1)C(=O)O (stereo not drawn)	-7	1.0	-14	-0.1
CCOC(=O)N1CCC(NC(=O)CC2C(=O)NCCN2C(C)C)CC1 (stereo not drawn)	-2	1.4	-20	-0.1
NC(=NCCc1c[nH]c2ccccc12)NS(=O)(=O)c1ccc(F)cc1	0	-0.6	13	0.3
Cc1cc(C)cc(NC(=O)CC(C(=O)O)N(C)C)c1 (stereo not drawn)	2	1.4	2	-0.1
Cc1occc1C(=O)Nc1c(F)cc(F)cc1Br	-3	0.2	12	0.3
CC1(C)CC(=O)c2c(-c3ccccc3O)n[nH]c2C1	-21	-1.4	3	-0.1
CCn1c(=O)c([N+](=O)[O-])c(N2CCOCC2)c2ccccc21	-1	-0.8	6	0.1
O=C(NC1(C(F)(F)F)C(=O)Nc2c1c(=O)[nH]c(=O)n2CCc1ccccc1)C1CC1 (stereo not drawn)	5	-0.7	14	0.1
CCCNC(=O)CSc1nc(CCC)cc(=O)[nH]1	4	0.1	6	0.0
CC(C)(C)NS(=O)(=O)c1ccc(OCC(=O)NCc2ccco2)cc1	-5	-0.3	3	-0.1
CN(C)C(=O)COc1cccc(Nc2cc(-c3ccc(C=O)cc3)ncn2)c1	-22	-0.2	6	0.8
O=C(Cn1c(=O)n(CC2CS2)c2ccccc21)N1CCOCC1 (stereo not drawn)	-19	-0.7	-9	-0.4

Going on with the list.
SMILES	TEAD-YAP block	GPR151 activ	MITF primary	FBW7 act
Cc1cccc2nc(-c3ccc(Br)o3)sc12	-29	-1.3	-1	0.1
Cc1cccc(NC(=O)c2c(NC(=O)c3ccco3)sc3c2CCC3)c1	-10	0.9	-18	0.2
c1ccc2c(Nc3nc4ncnc(Nc5ccc6c(c5)OCO6)c4[nH]3)nccc2c1	-17	0.2	5	0.0
CC(=O)c1ccc(NC(=O)/C=C\C(=O)O)cc1	-15	0.8	5	0.4
CC(=O)C1C(=O)CC(C)(O)C(C(C)=O)C1c1ccc(Br)cc1 (stereo not drawn)	-3	0.6	-1	-0.2
CCc1nnc(NC(=O)Nc2ccc3c(c2)N(Cc2ccc(C)cc2)C(=O)CS3)s1	-7	0.2	-3	-0.2
CC(C)=CCCC1=NN(C=O)C(C)(CCC=C(C)C)C1 (stereo not drawn)	-1	0.7	7	0.0
COc1ccc(CCNC(=O)CC2C(=O)NCCN2Cc2ccc(F)cc2Cl)cc1 (stereo not drawn)	14	1.1	2	-0.2
COc1ccc(-c2cncc(-c3ccc(C(=O)NCCO)cc3)n2)cc1	-69	-1.7	14	0.7
COC(=O)C1=C(C)N(C)C(=O)/C1=C\c1cc(C)n(-c2ccc(Cl)cc2)c1C	-1	-0.1	1	-0.2
Cc1cccc(NC(=O)CCc2csc(NC(=O)c3ccc(F)cc3)n2)c1C	40*	1.6	3	0.1
CC(=O)C(Sc1ccc(C)cc1)C(C)=O	3	-1.2	-4	0.6
Cc1cncn(CC(=O)Nc2ccccc2Cl)c1=O	6	-0.1	2	0.0
CC(O)C(O)(C#Cc1ccccc1)C#Cc1ccccc1 (stereo not drawn)	5	0.3	9	0.1
Cc1cc(C)c(OCC(O)CN2CCN(Cc3ccc4c(c3)OCO4)CC2)c(C)c1 (stereo not drawn)	-1	-1.0	52*	-0.2
Cc1ccc(SCC(=O)n2nc(C)cc2C)cc1	7	3.6	15	0.3
CC(=O)OC[C@H]1O[C@H](C/C=N/O[C@@H](C)c2cc(-c3c(C)cc(C)cc3C)no2)C=C[C@@H]1OC(C)=O	.	1.0	21	0.0
Cc1occc1-c1nn(CC(=O)NC(C)(C)C)c(=O)o1	-2	0.6	-3	-0.1
COc1ccc(/C(O)=C2/C(=O)C(=O)N(CCN3CCOCC3)C2c2ccc(C(C)(C)C)cc2)cc1 (stereo not drawn)	3	7.0*	10	-0.1
CCCc1nnc(SCC(=O)Nc2nc3c(s2)CCCC3)n1C	-3	0.2	5	-0.2
C=CCOc1ccccc1C1C(C(=O)OC)=C(C)NC(C)=C1C(=O)OC	15	0.4	14	0.5

Assay outcomes: PubChem BioAssay, The Scripps Research Institute Molecular Screening Center

Random draw from the library. Share with any hit: about 3.5%.
